Compound activity deposited in PubChem by Broad Institute.
dFosB act: enhances mouse delta FosB homodimer DNA binding | purified delta FosB, TAMRA-CDK5 oligo fluorescence polarization; percent of positive-control signal above neutral wells | activation, % at 25 µM | 0.99% of 340,000 active | AID 493131;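 active means mean activation above about 17%, with every replicate also reaching it, limit read from the data, passing the limit was not always enough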;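 further: fluorescence polarization rise as delta FosB binds a TAMRA Cdk5 AP-1 oligo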
SR-BI uptake up: activators of SR-BI mediated HDL lipid uptake | activation, % at 12.5 µM | CHO ldlA[mSR-BI] cells, DiI-HDL uptake fluorescence, 3 h; 100 = double the neutral-control signal | 0.096% of 320,000 active;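 active means mean replicate activation of at least 60% and every replicate at or above 60%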;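 further: 0% = median plate neutral-control signal and 100% = twice that signal; values of inactives mirror those of a sister screen read the other way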
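Test system: SR-BI-overexpressing, LDLR-lacking CHO cells. Measured by: DiI fluorescence, bottom read. Medium: Ham's F12 with 0.5% BSA, HEPES 25 mM, pH 7.4. Timing: 3 h uptake period with compound, 37 °C.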
SR-BI DiI inh: blocks mouse SR-BI lipid uptake from DiI-HDL; ldlA[mSR-BI] CHO cells, DiI-HDL uptake fluorescence, 3 h; 0.96% of 320,000 active; Q61009; AID 488896; inhibition, % at 12.5 µM;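 active means mean replicate inhibition of at least 70% and a set share of replicates each scoring 70 or more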;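 further: 0% = median of neutral control wells and 100% = median of positive control wells; values of inactives mirror those of a sister screen read the other way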
Target sequence (Q61009 whole entry, looked up): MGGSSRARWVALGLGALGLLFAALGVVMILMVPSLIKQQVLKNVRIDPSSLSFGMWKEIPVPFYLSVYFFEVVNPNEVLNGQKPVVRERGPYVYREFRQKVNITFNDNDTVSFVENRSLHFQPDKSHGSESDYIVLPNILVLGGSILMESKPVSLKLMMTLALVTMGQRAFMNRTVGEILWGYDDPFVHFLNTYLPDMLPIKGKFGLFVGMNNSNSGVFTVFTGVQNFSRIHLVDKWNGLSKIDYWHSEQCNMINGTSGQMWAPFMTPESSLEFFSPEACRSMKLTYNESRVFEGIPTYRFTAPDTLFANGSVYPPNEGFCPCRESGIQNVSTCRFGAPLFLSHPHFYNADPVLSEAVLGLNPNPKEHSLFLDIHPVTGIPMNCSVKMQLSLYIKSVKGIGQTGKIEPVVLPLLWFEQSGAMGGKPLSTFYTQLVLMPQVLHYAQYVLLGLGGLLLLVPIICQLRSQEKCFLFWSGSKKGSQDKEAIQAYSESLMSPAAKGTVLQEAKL
PfHsp90 yeast 2: growth inhibition of yeast expressing Plasmodium Hsp90 | inhibition, % at 9.4 µM | 0.32% of 310,000 active | S. cerevisiae expressing PfHsp90, BacTiter-Glo ATP, 48 h; yeast lacking PDR1 and PDR3 efflux regulators;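 active means every replicate shows inhibition above about 80%, whatever the replicate mean, limit read from the data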;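 further: 0% = DMSO neutral controls and 100% = 20 µM radicicol positive controls; yeast relying on Plasmodium falciparum Hsp90 in place of its own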
CAL PDZ FP-1: inhibitors of human CAL PDZ peptide binding. Q9HD26. AID 602252. 0.92% of 300,000 active. purified CAL PDZ, TMR-peptide fluorescence polarization, 1 h. inhibition, % at 24.9 µM;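 active means mean inhibition of at least 30% with at least half of replicates also reaching 30%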;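 further: 0% = DMSO neutral control and 100% = excess unlabeled competitor peptide PRC23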
Rtt109 Vps75: blocks Candida albicans Rtt109/Vps75 acetyltransferase activity. Q5AAJ8. purified Rtt109/Vps75, ThioGlo CoA-SH fluorescence, 4 h. inhibition, % at 34.9 µM. 0.16% of 330,000 active. AID 540336;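 active means inhibition of at least 50% in every replicate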
Target sequence (Q5AAJ8 whole entry, looked up): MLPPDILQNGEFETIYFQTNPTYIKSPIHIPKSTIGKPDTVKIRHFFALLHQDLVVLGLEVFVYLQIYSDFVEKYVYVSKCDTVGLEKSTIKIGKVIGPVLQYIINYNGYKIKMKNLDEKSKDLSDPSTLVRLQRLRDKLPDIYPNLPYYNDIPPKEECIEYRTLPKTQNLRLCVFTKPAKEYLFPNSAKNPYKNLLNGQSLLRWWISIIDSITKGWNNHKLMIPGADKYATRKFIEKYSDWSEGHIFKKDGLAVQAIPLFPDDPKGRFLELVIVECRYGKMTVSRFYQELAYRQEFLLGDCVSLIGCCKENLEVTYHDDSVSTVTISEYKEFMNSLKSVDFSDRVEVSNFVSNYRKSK
MITF act: increases MITF-driven TRPM1 promoter luciferase signal; AID 588334; activation, % at 12.5 µM; SK-MEL-5 TRPM1-promoter luciferase, 24 h; % of positive control, neutral wells = 0; 0.75% of 300,000 active;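 active means mean activation of at least 80% with every replicate also reaching 80%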;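 further: 0% = neutral control wells and 100% = parthenolide positive control wells; values of inactives mirror those of a sister screen read the other way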
NSD2 inh: NSD2 (human) methyltransferase inhibition; O96028; NSD2 peptide methylation, AlphaScreen, 120 min; inhibition, % at 12.5 µM; 0.54% of 310,000 active; AID 743445; in the data active means inhibition above about 50%
CAL PDZ FP-2: human CAL PDZ-peptide interaction inhibition; Q9HD26; purified CAL PDZ, TMR-peptide fluorescence polarization, 1 h; inhibition, % at 20 µM; 0.02% of 330,000 active; AID 504414;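 active means highest replicate inhibition of at least 40%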;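 further: plate controls were DMSO neutral control wells for no effect and unlabeled competitor peptide control wells for full effect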
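Material – purified CerCALP PDZ construct · Detection – FP readout, S and P plane fluorescence · Measure – percent inhibition from loss of millipolarization · Controls – unlabelled peptide for full inhibition, DMSO wells as neutral · Probe or stimulus – TMR-labelled reporter peptide T*-PRC34 bound in PDZ groove · Times – 1 h at RT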
PvdQ acylase: P. aeruginosa PvdQ acylase inhibition; purified PvdQ acylase, fluorescence plate reader; inhibition, % at 10 µM; 0.063% of 340,000 active; in the data active means inhibition above about 30%, passing the limit was not always enough;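 further: 0% = vehicle neutral wells and 100% = reference inhibitor wells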
* marks the source's active call; other numbers are inactive results; / = no result given. Compounds were not picked by outcome. About 4.3% of those tested had a hit in this group.

Every second line gives: dFosB act	SR-BI uptake up	SR-BI DiI inh	PfHsp90 yeast 2	CAL PDZ FP-1	Rtt109 Vps75	MITF act	NSD2 inh	CAL PDZ FP-2	PvdQ acylase
CC(=O)Nc1ccccc1C(=O)N1CCN(Cc2ccccc2)CC1
  1	3	-3	-10	-1	-4	1	-4	-4.3	-26
COc1ccc(CNC(=O)c2cc(S(=O)(=O)N3CCOCC3)cn2C)cc1
  -9	14	-14	11	-2	19	/	/	-0.4	10
CCOc1ccccc1NC(=O)NS(=O)(=O)c1ccc(C)cc1
  -4	27	-27	-7	12	13	/	-1	-0.1	-7
Cc1cc(NC(=O)c2cnn3cccnc23)nn1CC(=O)Nc1cccnc1
  -13	3	-3	11	-2	-9	1	-1	-2.6	-5
O=S(=O)(Nc1ccc(F)cc1Cl)c1ccc(-c2cnc(C3CC3)o2)cc1
  -6	15	-15	-36	-5	-1	-43	12	-1.4	-16
COc1ccc2cc(CN(Cc3ccco3)Cc3nnnn3C3CCCCC3)c(=O)[nH]c2c1
  -23	-16	16	-31	9	4	12	/	-1.3	-13
Cc1ccc(S(=O)(=O)/N=C(\c2ccccc2)N(C)S(=O)(=O)c2ccccc2)cc1
  -1	5	-5	-39	1	10	-4	0	-0.6	-8
CCn1c(=O)c(=O)[nH]c2cc(C(=O)NC3CC3)ccc21
  -17	52	-52	-24	-1	-2	-4	1	-0.4	-2
CS(=O)(=O)N(Cc1ccc(C(=O)NCCSc2ccccn2)cc1)c1ccccc1
  -5	-32	32	-2	-2	-7	-10	11	-0.9	-14
O=C(COC(=O)CNC(=O)C1CCCCC1)Nc1ccc(F)c([N+](=O)[O-])c1
  5	20	-20	/	/	-9	-5	-1	-0.1	1
Cc1ccc(CCNC(=O)C2CCN(S(=O)(=O)c3cccc4nsnc34)CC2)cc1
  33*	-17	17	-37	/	-7	/	-3	1.3	-12
Cc1ccc(NC(=O)CN2C(=O)N/C(=C/c3ccccc3OCc3cccc(C(=O)O)c3)C2=O)cc1
  -9	/	/	-39	/	-4	59	0	-1.9	-13
Cc1ccc2c(CC(=O)OCn3nnc4ccccc4c3=O)coc2c1
  -13	13	-13	27	/	16	/	3	-1.4	-16
CCOC(=O)/C=c1\s/c(=C\c2ccc(-c3ccccc3)cc2)c(=O)n1CC(=O)NCc1ccc2c(c1)OCO2
  -5	-17	17	2	9	14	-7	2	0.5	14
CS(=O)(=O)Oc1ccc(Br)c2cccnc12
  -1	4	-4	7	74*	4	1	-3	-1.0	-13
CC[C@@]1(C(=O)OC)N[C@H](CN(C)C(=O)c2ccc(C(C)(C)C)cc2)[C@@H]2C(=O)N(Cc3ccccc3)C(=O)[C@@H]21
  -8	-19	19	-9	-5	-17	-7	/	-0.6	8
O=C(O)c1ccccc1Sc1ccccc1S(=O)(=O)NC1CCCCC1
  -6	14	-14	12	/	6	/	-2	-2.2	7
O=C(Cc1ccc(Cl)cc1)Nc1ccc(Cl)cn1
  9	2	-2	12	/	-1	36	0	-0.8	-8
O=C(CSCc1ccccc1)Nc1ccc2c(c1)C(=O)NC2=O
  -2	5	-5	23	-4	-12	-11	-2	-1.8	-17
CC(=O)c1ccc(S(=O)(=O)Nc2ccc(Cl)c(S(=O)(=O)N3CCCC3)c2)cc1
  2	-1	1	-1	63*	5	-9	1	-0.3	-18
COP(=O)(OC)c1nc(-c2cccc3ccccc23)oc1N1CCCCC1
  -11	-37	37	-2	/	-320	-6	-15	-1.2	0
NC(=S)N/N=C1\CC(n2nnnc2-c2ccccc2Cl)C2COC1O2 (stereo unspecified)
  -6	-17	17	12	2	4	-5	/	-2.0	-8
Cc1ccc(NC2=NCC(=O)N2C2CCCC2)cc1C
  -3	7	-7	16	-2	/	-8	-3	-2.0	11
Cn1c2c(c(=O)n(C)c1=O)C(c1cccc([N+](=O)[O-])c1)Nc1ccccc1O2 (stereo unspecified)
  2	-17	17	-6	10	14	-5	2	-1.5	-16
NS(=O)(=O)c1ccc(CNC(=O)c2ccc(S(=O)(=O)NCc3ccco3)cc2)cc1
  8	-22	22	7	2	-2	4	2	0.4	4
CS(=O)(=O)NCc1ccc(C(=O)NC2CCCCC2)cc1
  -3	-13	13	-31	0	-1	-1	-2	0.7	-16
CCC(=O)Nc1ccc(S(=O)(=O)Nc2cccnc2)cc1
  0	11	-11	9	-3	-1	-6	25	-2.1	5
CCc1ccccc1NS(=O)(=O)c1ccc2c(c1)C(C)(C)C(=O)N2C
  -3	15	-15	16	-1	6	-3	/	-0.2	-8
C/C(=N/NC(=O)Cc1ccccc1)c1ccc(C)s1
  2	10	-10	14	/	0	27	-3	-0.5	-3
Cc1ccccc1Nc1nc(N2CCOCC2)nc(N2CCOCC2)n1
  2	-29	29	0	5	-10	12	-6	-0.3	-4

Reprinted at random: 3 records from the list.
Every second line gives: dFosB act	SR-BI uptake up	SR-BI DiI inh	PfHsp90 yeast 2	CAL PDZ FP-1	Rtt109 Vps75	MITF act	NSD2 inh	CAL PDZ FP-2	PvdQ acylase
O=S(=O)(Nc1ccc(F)cc1Cl)c1ccc(-c2cnc(C3CC3)o2)cc1
  -6	15	-15	-36	-5	-1	-43	12	-1.4	-16
NC(=S)N/N=C1\CC(n2nnnc2-c2ccccc2Cl)C2COC1O2 (stereo unspecified)
  -6	-17	17	12	2	4	-5	/	-2.0	-8
CCC(=O)Nc1ccc(S(=O)(=O)Nc2cccnc2)cc1
  0	11	-11	9	-3	-1	-6	25	-2.1	5

Back to the main list, repeating the three entries before the break.
canonical_smiles,dFosB act,SR-BI uptake up,SR-BI DiI inh,PfHsp90 yeast 2,CAL PDZ FP-1,Rtt109 Vps75,MITF act,NSD2 inh,CAL PDZ FP-2,PvdQ acylase
CCc1ccccc1NS(=O)(=O)c1ccc2c(c1)C(C)(C)C(=O)N2C,-3,15,-15,16,-1,6,-3,/,-0.2,-8
C/C(=N/NC(=O)Cc1ccccc1)c1ccc(C)s1,2,10,-10,14,/,0,27,-3,-0.5,-3
Cc1ccccc1Nc1nc(N2CCOCC2)nc(N2CCOCC2)n1,2,-29,29,0,5,-10,12,-6,-0.3,-4
COc1ccc(CCN2CC(C(=O)OCC(=O)N(C)CC(=O)Nc3ccccc3Cl)CC2=O)cc1OC (stereo unspecified),-5,15,-15,17,-3,4,4,16,0.0,0
O=C(CNC(=O)c1ccccc1F)NCCCN1CCCC1=O,-6,-8,8,36,-1,0,11,-2,0.5,-10
CCn1ccnc1CN(C)C(=O)CCc1nnc(CCC2CCCCC2)o1,2,8,-8,-2,1,-5,32,3,0.8,-3
Cc1nc2ccccc2n1/N=C/c1ccc([N+](=O)[O-])s1,-6,-30,30,-84,1,10,-81,-1,0.7,2
CCC(CC)NC(=O)CSc1nnc(-c2c[nH]c3ccccc23)o1,-4,11,-11,9,-1,-3,1,3,-3.4,-14
CCOC(=O)c1nc(Nc2ccccc2CC)c2ccccc2n1,-10,0,0,8,-7,-2,6,-1,-2.2,-6
CNc1nc(N/N=C/c2cc([N+](=O)[O-])ccc2F)nc(Nc2ccccc2)n1,94*,-75,75*,-7,-1,-2,-5,/,0.2,0
COc1ccc(NC(=O)CCCn2c(=O)c3sccc3n(Cc3ccc(C)cc3C)c2=O)cc1,4,-7,7,/,-2,-1,3,-2,-0.4,-13
Cc1ccc(OCC(=O)Nc2ccccc2N2CCOCC2)c(C)c1,-9,-36,36,-7,-5,7,-9,-2,/,-24
COc1cccc(CNc2ccc(S(=O)(=O)Nc3nccs3)cc2)c1O,-6,9,-9,-20,-5,-7,/,5,-1.8,-4
COc1ccc(C(CNC(=O)c2ccc(-c3ccccc3)cc2)N(C)C)cc1OC (stereo unspecified),-15,/,/,-7,-2,8,21,2,-7.2,-1
Cc1c(C)n2c(SCC(=O)NC3CCCC3)nnc2[nH]c1=O,7,12,-12,6,/,-2,0,-1,-0.5,-11
CN1CCN(c2ccc(NC(=O)c3ccc4ccccc4c3)cc2)CC1,-3,-29,29,2,-1,-8,-16,38,-1.1,-8
NC(=S)NN=C1CCCCC12CCCC2,-1,-75,75*,11,-13,-3,10,3,-0.2,-16
Cc1ccc(NC(=O)CN(C)C(=O)Cn2ncc(Cl)c(Cl)c2=O)cc1,-14,3,-3,11,/,-4,-91,6,0.4,-3
Cc1cc(C)c(NS(=O)(=O)c2ccc3c(c2)NC(=O)CCS3)c(C)c1,-5,-7,7,13,-4,-5,8,1,-2.3,9
CCC1S/C(=N/S(=O)(=O)c2ccc(N)cc2)NC1=O (stereo unspecified),1,-7,7,-4,-3,1,-2,-1,-0.2,-13
Cc1ccc(OCC(=O)Nc2ccc(N3CCOCC3)cc2)cc1,-8,20,-20,-8,-2,-10,-4,-4,-0.5,-8
